Bioassay records (PubChem)
ASAP1 inh: ASAP1 ArfGAP inhibition | ASAP1-stimulated ARF1 GTP hydrolysis, GDP FP detection | inhibition, % at 16.5 µM | Q9ULH1 | hit rate 0.19% among 360,000; in the data active = inhibition above about 25%;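 also: 0% = vehicle with enzyme and substrate and 100% = no enzyme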
Target sequence (Q9ULH1 325-724 limits assumed): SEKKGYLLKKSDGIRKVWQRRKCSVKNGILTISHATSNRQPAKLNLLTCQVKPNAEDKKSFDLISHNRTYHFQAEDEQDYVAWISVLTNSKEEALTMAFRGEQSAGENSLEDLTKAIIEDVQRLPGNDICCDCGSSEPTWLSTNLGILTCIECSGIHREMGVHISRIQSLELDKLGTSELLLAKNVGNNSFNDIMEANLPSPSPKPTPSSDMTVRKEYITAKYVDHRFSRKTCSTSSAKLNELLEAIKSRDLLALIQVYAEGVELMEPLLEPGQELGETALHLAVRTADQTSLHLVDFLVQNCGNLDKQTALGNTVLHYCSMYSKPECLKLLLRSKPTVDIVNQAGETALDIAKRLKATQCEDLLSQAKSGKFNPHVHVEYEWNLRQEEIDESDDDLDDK
Tn6 DDE FP: DD(E)-Tn6 binding inhibition, primary FP screen; Fibrin DD(E) TRITC-Tn6 fluorescence polarization displacement; hit rate 0.21% among 370,000; inhibition, % at 8.3 µM; P02675;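 active = inhibition above a per-campaign cutoff: mean of compounds within control limits plus 3 SD, cut at about 15% in these data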;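 also: 0% = median of all compound wells on the plate and 100% = blocking peptide control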
Target sequence (P02675 whole entry, looked up): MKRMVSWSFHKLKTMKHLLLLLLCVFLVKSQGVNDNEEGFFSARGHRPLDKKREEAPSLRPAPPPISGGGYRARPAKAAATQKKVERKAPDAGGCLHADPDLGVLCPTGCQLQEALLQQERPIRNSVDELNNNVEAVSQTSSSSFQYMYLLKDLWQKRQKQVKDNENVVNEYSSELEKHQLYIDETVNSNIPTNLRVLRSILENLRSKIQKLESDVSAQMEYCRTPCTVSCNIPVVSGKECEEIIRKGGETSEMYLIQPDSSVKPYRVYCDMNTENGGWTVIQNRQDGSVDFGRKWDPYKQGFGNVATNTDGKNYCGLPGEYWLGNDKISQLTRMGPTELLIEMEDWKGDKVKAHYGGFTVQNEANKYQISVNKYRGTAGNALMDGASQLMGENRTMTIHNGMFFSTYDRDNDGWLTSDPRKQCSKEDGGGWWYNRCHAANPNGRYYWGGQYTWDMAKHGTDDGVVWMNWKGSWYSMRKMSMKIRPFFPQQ
FXN GAA850 act: frataxin GAA850 promoter activation; hit rate 0.56% among 360,000; activation, % at 6 µM; HEK293 lucGAA850 FXN promoter luciferase reporter, 24 h; percent of 10 µM SAHA response;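 active = activation above the average of all compounds screened plus 3 SD, cutoff fixed separately per campaign, cut at about 7.5% in these data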;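 also: 0% = DMSO wells and 100% = 10 µM SAHA wells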
HGIII-sPLA2 inh: Inhibits HGIII-sPLA2 liposome hydrolysis, primary screen; QFRET BODIPY PC-A2 liposome hydrolysis, fluorescence; hit rate 0.56% among 370,000; inhibition, % at 12.2 µM; AID 743126;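 active = inhibition above mean plus 3 SD of compounds lying within the high and low control bounds, cut at about 19% in these data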;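 also: 0% = median of test compound wells and 100% = no enzyme DMSO wells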
rCAG binder: binds r(CAG) RNA repeats | r(CAG) RNA repeat, TO-PRO-1 dye displacement fluorescence | inhibition, % at 3 µM | hit rate 1.3% among 370,000 | AID 651821;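 active = inhibition above the plate cutoff, the mean of all test compounds on that plate plus 3 SD, cut at about 35% in these data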;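 also: 0% = DMSO alone and 100% = 100 µM mitoxantrone as full dye displacement; higher means more dye released from RNA so lower well fluorescence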
NPR2 activator: GC-B (human) receptor activation | HEK293-GC-B cells, CNP EC30, cGMP TR-FRET; 0% at EC30 CNP, 100% saturating CNP | activation, % at 10 µM | hit rate 0.11% among 370,000 | AID 1920062;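 active = activation at 10 µM reaching about 35% in either raw or pattern-adjusted values, limit read from the data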
proKLK7 act: activates the human kallikrein-7 zymogen; P49862; purified proKLK7, EDANS-DABCYL substrate fluorescence; 100% is mature enzyme control, 0% vehicle; hit rate 0.9% among 370,000; activation, % at 7 µM;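 active = activation above the mean of all tested compounds plus 3 SD, computed per campaign excluding outliers beyond control limits, cut at about 13% in these data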
ARFGAP1 inh: rat ARFGAP1 inhibition; Arfgap1-stimulated ARF1 GTP hydrolysis, GDP FP detection; hit rate 0.26% among 360,000; inhibition, % at 16.5 µM; AID 651572;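 active = inhibition above a per-plate limit, mean inhibition of low control wells plus 3 SD, cut at about 25% in these data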;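 also: 0% = DMSO wells with enzyme and 100% = wells lacking Arfgap1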
Target sequence (Q62848 1-136 limits assumed): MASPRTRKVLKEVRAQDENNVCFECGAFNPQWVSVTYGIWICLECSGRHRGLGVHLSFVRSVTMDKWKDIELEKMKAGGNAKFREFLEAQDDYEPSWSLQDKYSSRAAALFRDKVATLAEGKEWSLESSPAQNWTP
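System: truncated rat Arfgap1 GAP domain / Benchmarks: high control wells lacking Arfgap1, low control full reaction with DMSO / Times: compound-enzyme preincubation 20 min, reaction 120 min, detection 60 min, 25 °C / Repeats: one replicate per compound / Also added: human ARF1(Δ1-17)-GTP substrate / Measured by: Tracer-displacement fluorescence polarization with EDTA stop, 620/688 nm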
ADAM10 inh: ADAM10 inhibition, QFRET primary screen; recombinant ADAM10, EDANS/DABCYL FRET peptide cleavage, 3 h; inhibition, % at 7 µM; hit rate 0.62% among 370,000;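 active = inhibition above a per-campaign cutoff equal to the mean of compounds falling between control-based bounds plus 3 SD, cut at about 20% in these data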;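 also: 0% = DMSO wells while the 100% control is not disclosed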
NPR1 activator: GC-A (human) enzyme activation; activation, % at 10 µM; HEK293 GC-A cells, cGMP TR-FRET, EC30 ANP; 0% at EC30 ANP, 100% saturating ANP; P16066; hit rate 0.14% among 370,000; in the data active = activation above about 40%
* marks the source's active call; other numbers are inactive results.

Screening O=C(NCCS(=O)(=O)N1CCN(c2cccc(Cl)c2)CC1)C1CCCC1 returned ASAP1 inh -6, Tn6 DDE FP -8, FXN GAA850 act -1.4, HGIII-sPLA2 inh 3, rCAG binder 0, NPR2 activator -1, proKLK7 act 0.1, ARFGAP1 inh 6, ADAM10 inh 7 and NPR1 activator -1.
`CCCn1c(=O)c2ccccc2n2c(SCCOc3ccccc3)nnc12` gave ASAP1 inh -6, Tn6 DDE FP 6, FXN GAA850 act -0.2, HGIII-sPLA2 inh 7, rCAG binder -5, NPR2 activator -8, proKLK7 act 0.1, ARFGAP1 inh -8, ADAM10 inh -4 and NPR1 activator -6.
For Clc1ccc(-c2nnc3n2-c2ccccc2SC3)cc1 the results were ASAP1 inh 1, Tn6 DDE FP -6, FXN GAA850 act -0.4, HGIII-sPLA2 inh -3, rCAG binder -3, NPR2 activator -4, proKLK7 act 0.0, ARFGAP1 inh -1, ADAM10 inh -3 and NPR1 activator 0.
Screening O=C(O)CSCc1cnn(-c2ccccc2)c1-n1cccc1 returned ASAP1 inh 7, Tn6 DDE FP -10, FXN GAA850 act -0.6, HGIII-sPLA2 inh 6, rCAG binder 7, NPR2 activator 0, proKLK7 act 0.5, ARFGAP1 inh 0, ADAM10 inh 5 and NPR1 activator -5.
Screening CCOC(=O)N1CCC(C(=O)Nc2ccc(OCC)cc2)CC1 returned ASAP1 inh -11, Tn6 DDE FP -1, FXN GAA850 act -1.0, HGIII-sPLA2 inh 2, rCAG binder 0, NPR2 activator 1, proKLK7 act 0.4, ARFGAP1 inh -8, ADAM10 inh 6 and NPR1 activator -2.
CCCCNC1=NCCS1 was read as ASAP1 inh 3, Tn6 DDE FP -1, FXN GAA850 act -1.1, HGIII-sPLA2 inh 4, rCAG binder -2, NPR2 activator 0, proKLK7 act 0.3, ARFGAP1 inh -10, ADAM10 inh -3 and NPR1 activator -3.
O=C(COc1ccc2ccccc2c1Br)Nn1cnnc1 was read as ASAP1 inh -1, Tn6 DDE FP -3, FXN GAA850 act 1.1, HGIII-sPLA2 inh -3, rCAG binder 1, NPR2 activator 3, proKLK7 act 0.2, ARFGAP1 inh 14, ADAM10 inh -1 and NPR1 activator 3.
For O=C(NCCOc1ccccc1)C1CCC(=O)N(Cc2ccc(Cl)cc2)C1 (configuration not stated) the results were ASAP1 inh 10, Tn6 DDE FP 9, FXN GAA850 act 0.2, HGIII-sPLA2 inh 2, rCAG binder -5, NPR2 activator 3, proKLK7 act -0.4, ARFGAP1 inh 18, ADAM10 inh 12 and NPR1 activator -1.
COC(=O)c1sc2nc(-c3ccccc3)nc(N3CCN(C)CC3)c2c1C was read as ASAP1 inh 4, Tn6 DDE FP -3, FXN GAA850 act 0.1, HGIII-sPLA2 inh -3, rCAG binder -1, NPR2 activator -4, proKLK7 act -1.5, ARFGAP1 inh 6, ADAM10 inh -81 and NPR1 activator -3.
For CC1CCCC(NC(=O)C2CCN(S(=O)(=O)N3CCCCCC3)CC2)C1C (configuration not stated) the results were ASAP1 inh -3, Tn6 DDE FP 1, FXN GAA850 act -0.1, HGIII-sPLA2 inh 10, rCAG binder -8, NPR2 activator 0, proKLK7 act 0.0, ARFGAP1 inh 2, ADAM10 inh -8 and NPR1 activator 2.
COc1ccccc1N1CC(C(=O)OCc2nc(N)nc(Nc3ccccc3)n2)CC1=O (configuration not stated) was read as ASAP1 inh -2, Tn6 DDE FP -9, FXN GAA850 act 2.7, HGIII-sPLA2 inh 9, rCAG binder -5, NPR2 activator -1, proKLK7 act -0.4, ARFGAP1 inh -5, ADAM10 inh -20 and NPR1 activator -2.
Screening O=C1NN(c2ccccc2)C(=O)/C1=C\c1ccc2c(c1)OCO2 returned ASAP1 inh -1, Tn6 DDE FP -5, FXN GAA850 act 1.2, HGIII-sPLA2 inh -4, rCAG binder 5, NPR2 activator -3, proKLK7 act 0.3, ARFGAP1 inh -7, ADAM10 inh 7 and NPR1 activator 6.
C=CCN1C(=NC(=O)CCC)SC2CS(=O)(=O)CC21 (configuration not stated) was read as ASAP1 inh 3, Tn6 DDE FP 0, FXN GAA850 act 0.1, HGIII-sPLA2 inh 0, rCAG binder 0, NPR2 activator 2, proKLK7 act 0.3, ARFGAP1 inh 7, ADAM10 inh -3 and NPR1 activator -2.
`Cc1nc2c(-c3ccc(F)cc3)c(C)nn2c(C)c1CCC(=O)N1CCN(c2ccccn2)CC1` gave ASAP1 inh -5, Tn6 DDE FP 2, FXN GAA850 act -0.8, HGIII-sPLA2 inh -3, rCAG binder 0, NPR2 activator -4, proKLK7 act 0.2, ARFGAP1 inh -9, ADAM10 inh -3 and NPR1 activator -4.
`C[C@@H]1CN([C@@H](C)CO)S(=O)(=O)c2ccc(/C=C/c3ccccc3)cc2O[C@@H]1CN(C)Cc1ccc(C(=O)O)cc1` gave ASAP1 inh 4, Tn6 DDE FP -5, FXN GAA850 act -7.9, HGIII-sPLA2 inh -38, rCAG binder 60*, NPR2 activator 7, proKLK7 act 1.3, ARFGAP1 inh -1, ADAM10 inh -19 and NPR1 activator 2.
For OC(CSc1ccc(F)cc1)CN1CCN(c2ccccc2)CC1 (configuration not stated) the results were ASAP1 inh -13, Tn6 DDE FP -4, FXN GAA850 act 1.0, HGIII-sPLA2 inh 4, rCAG binder -7, NPR2 activator 0, proKLK7 act 0.2, ARFGAP1 inh -3, ADAM10 inh -6 and NPR1 activator 0.
`CCOc1cc(CNCc2cc(OC)cc(OC)c2)ccc1OC` gave ASAP1 inh -9, Tn6 DDE FP 2, FXN GAA850 act 1.0, HGIII-sPLA2 inh -6, rCAG binder -3, NPR2 activator -9, proKLK7 act 0.4, ARFGAP1 inh 3, ADAM10 inh 2 and NPR1 activator -6.
Screening COC(CNC(=O)Cn1nc(Cc2ccncc2)c2ccccc2c1=O)OC returned ASAP1 inh 14, Tn6 DDE FP -4, FXN GAA850 act -0.3, HGIII-sPLA2 inh 1, rCAG binder -4, NPR2 activator -2, proKLK7 act -0.3, ARFGAP1 inh -1, ADAM10 inh -8 and NPR1 activator -2.
For O=C(Nc1ccc(F)c(Cl)c1)c1csc([C@@H]2C[C@H](O)[C@@H](CO)O2)n1 the results were ASAP1 inh 2, Tn6 DDE FP -1, FXN GAA850 act -0.7, HGIII-sPLA2 inh 10, rCAG binder 1, NPR2 activator 6, proKLK7 act -0.1, ARFGAP1 inh 5, ADAM10 inh -1 and NPR1 activator 4.
`Cc1ccc(C2(c3ccccc3)NC(=O)N(CC(=O)NCc3ccccc3)C2=O)cc1C` (configuration not stated) gave ASAP1 inh 0, Tn6 DDE FP -3, FXN GAA850 act -1.2, HGIII-sPLA2 inh -28, rCAG binder -2, NPR2 activator -10, proKLK7 act -0.4, ARFGAP1 inh -3, ADAM10 inh 23* and NPR1 activator -7.
For Cc1ccc(Cl)cc1NS(=O)(=O)c1c(C)[nH]c(=O)[nH]c1=O the results were ASAP1 inh 0, Tn6 DDE FP 5, FXN GAA850 act 0.4, HGIII-sPLA2 inh -8, rCAG binder 2, NPR2 activator 3, proKLK7 act 0.6, ARFGAP1 inh -5, ADAM10 inh 4 and NPR1 activator 0.
`Cc1cc([N+](=O)[O-])cc2c1NC(=O)C2(O)N1CCCC(C)C1` (configuration not stated) gave ASAP1 inh -1, Tn6 DDE FP 0, FXN GAA850 act 4.1, HGIII-sPLA2 inh -1, rCAG binder -4, NPR2 activator 9, proKLK7 act 0.3, ARFGAP1 inh 9, ADAM10 inh 6 and NPR1 activator 7.
For CC1CCCCN1C/C=C/c1ccccc1[N+](=O)[O-] (configuration not stated) the results were ASAP1 inh -15, Tn6 DDE FP -3, FXN GAA850 act -2.2, HGIII-sPLA2 inh 0, rCAG binder 0, NPR2 activator 3, proKLK7 act 0.4, ARFGAP1 inh -3, ADAM10 inh 1 and NPR1 activator -3.
Screening COCc1cc(=O)[nH]c(SCC(=O)Nc2ccccc2)n1 returned ASAP1 inh 2, Tn6 DDE FP 0, FXN GAA850 act -0.5, HGIII-sPLA2 inh 0, rCAG binder 0, NPR2 activator -1, proKLK7 act -0.1, ARFGAP1 inh 5, ADAM10 inh 2 and NPR1 activator 4.
`COc1cccc(NC(=O)Nc2cccn(Cc3ccc(C)cc3)c2=O)c1` gave ASAP1 inh 10, Tn6 DDE FP 2, FXN GAA850 act -1.3, HGIII-sPLA2 inh 1, rCAG binder 3, NPR2 activator 1, proKLK7 act 0.1, ARFGAP1 inh 9, ADAM10 inh -2 and NPR1 activator -1.
`CN(C)CCCN(C(=O)c1ccc(S(=O)(=O)N(C)C)cc1)c1nc2cc3c(cc2s1)OCO3` gave ASAP1 inh -2, Tn6 DDE FP -12, FXN GAA850 act -0.1, HGIII-sPLA2 inh -20, rCAG binder -2, NPR2 activator -8, proKLK7 act -0.7, ARFGAP1 inh 4, ADAM10 inh 1 and NPR1 activator -5.
For CCOC(=O)c1[nH]cnc1C(=O)Nc1ccc([N+](=O)[O-])cc1 the results were ASAP1 inh -4, Tn6 DDE FP 2, FXN GAA850 act 2.0, HGIII-sPLA2 inh 0, rCAG binder 1, NPR2 activator -1, proKLK7 act 0.1, ARFGAP1 inh -2, ADAM10 inh 5 and NPR1 activator 2.
`Oc1ccc[n+](CC(O)c2ccccc2)c1` (configuration not stated) gave ASAP1 inh -1, Tn6 DDE FP -9, FXN GAA850 act -0.1, HGIII-sPLA2 inh 6, rCAG binder -2, NPR2 activator 3, proKLK7 act -0.1, ARFGAP1 inh 5, ADAM10 inh -10 and NPR1 activator 1.
For COc1cccc(NC(=O)C2CCCN(S(C)(=O)=O)C2)c1 (configuration not stated) the results were ASAP1 inh -2, Tn6 DDE FP -5, FXN GAA850 act 0.6, HGIII-sPLA2 inh -5, rCAG binder -2, NPR2 activator -1, proKLK7 act 0.9, ARFGAP1 inh 7, ADAM10 inh 1 and NPR1 activator 2.
`COC(=O)C1=C(CSc2nc3c(cc2C#N)CN(C)CC3)OC(N)=C(C#N)C1c1ccc(F)cc1` (configuration not stated) gave ASAP1 inh 0, Tn6 DDE FP -1, FXN GAA850 act 1.4, HGIII-sPLA2 inh -11, rCAG binder 50*, NPR2 activator -3, proKLK7 act 0.9, ARFGAP1 inh 3, ADAM10 inh -80 and NPR1 activator 9.
CCOC(=O)c1c(C)[nH]c(C(=O)CN(C)CC(=O)Nc2ccccc2C(F)(F)F)c1C was read as ASAP1 inh 5, Tn6 DDE FP 1, FXN GAA850 act -0.2, HGIII-sPLA2 inh -6, rCAG binder -2, NPR2 activator 1, proKLK7 act 0.0, ARFGAP1 inh 0, ADAM10 inh 1 and NPR1 activator 1.
`CC(NC(=O)CN(C)S(=O)(=O)c1ccc(Br)s1)c1ccccc1` (configuration not stated) gave ASAP1 inh -10, Tn6 DDE FP -10, FXN GAA850 act -2.2, HGIII-sPLA2 inh -5, rCAG binder -3, NPR2 activator -3, proKLK7 act 0.2, ARFGAP1 inh -1, ADAM10 inh 0 and NPR1 activator 1.
